ARNT TACC3 PPI: disruptors of human ARNT/TACC3 interaction. Q9Y6A5. AlphaScreen His-ARNT PAS-B/GST-TACC3 binding, luminescence; TACC3 fragment carries E629A point mutation. inhibition, % at 9.99 µM. 390,000 compounds, 0.66% hits. AID 623870;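 active = mean inhibition of replicates at least 50% and at least half of replicates each reaching 50%; inconclusive = half or more replicates reach 50% but mean below 50%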;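 also: 0% = complete ARNT plus TACC3 wells and 100% = ARNT alone without TACC3; many hits fall short of the cut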
F508del corr: correctors of CFTR F508del function in bronchial epithelial cells | CFBE cells, YFP halide quenching; stimulated with forskolin plus potentiator P3; % fluorescence drop versus neutral controls | activity (quench increase), % at 7.58 µM | 350,000 compounds, 0.36% hits;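 active = mean added fluorescence quench of at least 8% versus neutral control, with both replicates also reaching 8%; inconclusive = only one of the mean or replicate conditions met; inactive = mean below 8% and not both replicates reaching 8%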;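 also: cells transiently co-express mutant CFTR-F508del with the halide-sensitive YFP; corrector assay measuring rescue of mutant channel to the surface after 24 h compound exposure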
INS-1E GSIS act: GLuc luminescence reporter in INS-1E cells, primary screen for activators of glucose-dependent secretion of insulin; 370,000 compounds, 0.61% hits; AID 743287; activation, % at 16.6 µM; INS-1E GLuc reporter insulin secretion, 2-3 h;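 active = lowest replicate activation of at least 40%, so every replicate reaches that level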;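 also: 0% = median of neutral control wells and 100% = median of IBMX positive control wells; some compounds called inactive have numbers as strong as hits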
ERp5 block: ERp5 (human) disulfide isomerase inhibition; Q15084; ERp5 insulin aggregation, absorbance 650 nm, 90 min; inhibition, % at 9.99 µM; 350,000 compounds, 0.05% hits; AID 651711;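 active = mean replicate inhibition above about 25%, with every replicate also reaching it, limit read from the data, passing the limit was not always enough; inconclusive = only one of those two criteria met; inactive = neither criterion met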
Target sequence (Q15084 whole entry, looked up): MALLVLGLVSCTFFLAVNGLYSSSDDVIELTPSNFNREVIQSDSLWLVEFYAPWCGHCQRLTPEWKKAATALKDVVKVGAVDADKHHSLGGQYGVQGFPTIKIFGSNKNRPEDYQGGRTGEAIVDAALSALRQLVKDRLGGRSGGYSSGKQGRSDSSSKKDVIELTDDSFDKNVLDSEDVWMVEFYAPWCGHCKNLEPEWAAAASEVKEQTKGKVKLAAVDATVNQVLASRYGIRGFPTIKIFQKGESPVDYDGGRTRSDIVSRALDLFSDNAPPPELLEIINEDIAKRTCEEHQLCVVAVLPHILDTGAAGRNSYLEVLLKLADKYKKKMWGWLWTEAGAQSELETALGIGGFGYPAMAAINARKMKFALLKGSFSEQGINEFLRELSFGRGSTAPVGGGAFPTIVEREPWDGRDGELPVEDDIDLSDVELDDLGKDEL
EWS-Fli block: inhibitors of EWS/Fli oncoprotein transcriptional activity; inhibition, % at 12.6 µM; A673 NR0B1-luciferase reporter, viability-normalised; 350,000 compounds, 0.67% hits;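 active = mean inhibition of at least 50% after viability correction, with every replicate also passing that limit; inconclusive = mean reaches 50% but only one of two replicates passes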;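 also: firefly luciferase signal divided by Alamar Blue viability fluorescence both relative to DMSO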
PAX8 reporter: lowers PAX8-driven luciferase in RMG-I cells; 360,000 compounds, 1.2% hits; inhibition, % at 12.6 µM; RMG-I TPO-luciferase reporter, SteadyGlo, 24 h;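 active = mean replicate inhibition at least 60% with every replicate also reaching 60%; inconclusive = only one of the two criteria is met; inactive = mean below 60% and not all replicates reaching 60%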;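 also: luciferase light reporting Pax8 driven TPO promoter activity; plate controls were median of neutral control wells for no effect and mitoxantrone controls for full effect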
XiGFP reactiv: X-chromosome reactivation activator. XiGFP mouse fibroblasts, % GFP-positive cells imaging, 3 d; cells co-treated with 5-aza-dC sensitizer; scaled so ellipticine positive control = 100%. activation, % at 7.58 µM. 360,000 compounds, 0.055% hits. AID 743238;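 active = mean normalized replicate activation at least 10% and every replicate at or above 10%; inconclusive = only one of the two criteria met; inactive = mean below 10% and not all replicates reach 10%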;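 also: 0% = median of on-plate neutral control wells and 100% = ellipticine 6 µM median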
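material = 68-5-11 XiGFP fibroblast line | medium = DMEM plus 5-aza-dC sensitizer | schedule = 3 days compound exposure | benchmarks = positive control ellipticine, 6 µM final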
DENV2 CPE: DENV2-induced cell death inhibition | DENV2-infected cells, cytopathic effect rescue, plate reader | CPE inhibition, % at 9.99 µM | 350,000 compounds, 1.7% hits | AID 651640; in the data active = CPE inhibition above about 20%, passing the limit was not always enough; inconclusive = no clear call, values can overlap the other calls; tested in BHK-21 cells;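 also: 0% = median of neutral control wells and 100% = median of positive control wells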
The depositor's hits bear a star; ? = inconclusive; · = not tested or not shown. Outcome played no part in choosing rows; overall some 4.2% were active at least once.

SMILES	ARNT TACC3 PPI	F508del corr	INS-1E GSIS act	ERp5 block	EWS-Fli block	PAX8 reporter	XiGFP reactiv	DENV2 CPE
CC(C)(C)c1ccc(C(=O)N2CCC2(C)C(=O)NCC(F)(F)F)cc1 (stereo not drawn)	·	2.8	6.7	-10.4	2.9	-3.6	0.0	-5.2
O=C(CC1CCCC1)NCCS(=O)(=O)N1CCN(c2ccc(F)cc2)CC1	2.3	-4.2	-4.4	-7.7	-5.0	13.1	0.1	6.9
CCCN1C[C@@H](C)[C@H](OC)CN(C)C(=O)c2ccc(NC(=O)CC)cc2OC[C@@H]1C	·	-2.9	18.1	·	0.7	·	0.4	·
CC(C)c1[nH]nc2c1C(c1ccccc1)N(c1ccccc1)C2=O (stereo not drawn)	·	2.6	-21.3	-1.7	-19.2	16.6	0.5	16.8
COc1ccc(NC(=O)CS(=O)CC(=O)NCC2OCCc3ccccc32)cc1 (stereo not drawn)	-32.3	-0.6	-3.3	1.5	-1.7	-0.4	0.4	7.4
O=C(OCc1nc2ccccc2[n+]([O-])c1C(=O)c1ccccc1)c1cccs1	1.6	·	·	5.2	3.2	6.9	2.3	-4.8
C[C@@H](NC(=O)[C@@H]1CCCN1C(=O)[C@@H]1CCCN1C(=O)c1cccc(Cl)c1)c1ccccc1	·	4.9	-6.2	-0.8	12.0	2.7	0.0	-6.9
Cc1ccc(C)c(NC2CCCCC2NS(=O)(=O)c2ccccc2)c1 (stereo not drawn)	7.9	-4.5	-0.2	-4.1	0.5	9.4	0.1	-1.6
CC=Cc1ccc2n(c1=O)C[C@@H]1[C@@H](CO)[C@H](C(=O)NCCCN(C)C)[C@H]2N1C(=O)c1ccccc1 (mixture of isomers)	·	-0.2	16.4	2.3	-5.7	-3.8	0.1	2.9
CC(=O)N1c2ccc(S(=O)(=O)N3CCC(C(=O)NC(C)c4ccccc4)CC3)cc2CC1C (stereo not drawn)	-10.6	-0.9	-15.3	1.8	8.7	-13.9	0.0	-5.4
Cc1cccc(N2CCN(C(=O)CCS(=O)(=O)c3ccc4c(c3)NC(=O)C(C)S4)CC2)c1C (stereo not drawn)	7.9	-1.0	-6.8	-0.7	·	42.2	0.1	9.9
O=Cc1cn(CC(=O)N2CCCCCC2)c2ccccc12	-1.1	0.4	2.3	-5.1	5.1	6.1	-0.1	1.7
O=C(C[C@@H]1CC[C@@H]2[C@H](COC[C@@H](O)CN2S(=O)(=O)c2ccccc2)O1)NCCN1CCCC1	·	1.3	-1.3	43.0*	-5.8	-6.2	0.0	-9.1
COc1ccc(NC(=O)c2nn(C)c(C(=O)Nc3ccc(OC)cc3)c2[N+](=O)[O-])cc1	-1.4	-3.3	-3.9	6.3	-2.7	-5.6	0.4	6.6
COc1ccc(NC(=O)c2c(F)cccc2Cl)cc1S(=O)(=O)N1CCOCC1	3.6	1.1	·	0.2	4.9	21.0	0.4	1.5

One compound at a time (already shown). Order of screens: ARNT TACC3 PPI | F508del corr | INS-1E GSIS act | ERp5 block | EWS-Fli block | PAX8 reporter | XiGFP reactiv | DENV2 CPE
`CC(C)(C)c1ccc(C(=O)N2CCC2(C)C(=O)NCC(F)(F)F)cc1` (stereo not drawn) is listed as · | 2.8 | 6.7 | -10.4 | 2.9 | -3.6 | 0.0 | -5.2
`CC(=O)N1c2ccc(S(=O)(=O)N3CCC(C(=O)NC(C)c4ccccc4)CC3)cc2CC1C` (stereo not drawn) is listed as -10.6 | -0.9 | -15.3 | 1.8 | 8.7 | -13.9 | 0.0 | -5.4

(cont.)
SMILES	ARNT TACC3 PPI	F508del corr	INS-1E GSIS act	ERp5 block	EWS-Fli block	PAX8 reporter	XiGFP reactiv	DENV2 CPE
C/C=C(/C)C(=O)O[C@@H]1c2c(ccc3ccc(=O)oc23)OC(C)(C)[C@@H]1OC(C)=O	-1.6	-2.3	-1.9	7.1	4.1	24.9	0.0	5.5
CCCCCC(=O)N1C[C@@H](O)[C@H](n2cc(COC(=O)c3ccccc3)nn2)C[C@@H]1c1ccc(Cl)cc1	·	-4.4	-12.0	1.9	-11.9	-14.5	0.0	-5.5
CO[C@@H]1CN(C)C(=O)c2ccc(NC(C)=O)cc2OC[C@@H](C)N(C(=O)c2cnccn2)C[C@@H]1C	·	-0.7	4.5	·	2.3	·	0.3	·
CCn1cc(C(=O)N[C@@H](CCSC)C(=O)NCCCN2CCOCC2)c(=O)c2cc3c(cc21)OCO3	-26.3	1.4	12.3	-0.8	-0.5	1.9	0.0	0.7
Cc1cc(C(=O)N2CCC(CO)(Cc3cccc(C(F)(F)F)c3)CC2)n[nH]1	-14.2	-2.1	-6.0	0.2	·	6.6	0.0	6.7
C[C@H](NC(N)=O)C(=O)OCC(=O)NCc1cccs1	-7.9	-3.3	7.2	0.3	3.7	17.5	0.2	2.3
COc1ccccc1C(=O)N1C[C@@H]2[C@H](c3ccccc31)[C@H](CO)N2C(=O)Cc1ccccc1	-1.0	1.0	·	-0.5	9.9	-5.5	0.0	?
CNC(=S)N/N=C/c1ccccc1OCC(=O)O	-7.5	4.3	15.2	0.9	2.0	-20.0	-0.3	2.5
CC(C)NC(=O)N(C)C[C@H]1Oc2ccc(NS(=O)(=O)c3cn(C)cn3)cc2C(=O)N([C@@H](C)CO)C[C@H]1C	13.0	-2.3	9.7	-0.8	-8.6	·	-0.8	-1.2
COc1ccc(/C=N/NC(=O)C[n+]2ccccc2)c(OC)c1OC	1.1	·	0.9	·	·	-2.8	2.3	·
C[C@H](CO)N1C[C@H](C)[C@H](CN(C)C(=O)Nc2ccc(F)cc2)Oc2ccc(NC(=O)Nc3ccc(C(F)(F)F)cc3)cc2CC1=O	-16.4	1.9	-6.9	-3.0	-1.2	10.4	-0.8	12.9
COc1ccc(N(CC(=O)NCCc2ccccc2)C(=O)CCC(=O)Nc2ccccn2)cc1	·	-0.7	-3.8	4.7	2.4	12.5	0.5	-2.1
Cc1ccc(NC(=O)COC(=O)c2ccc(S(=O)(=O)N3CCCCC3)cc2)cc1	·	1.2	-2.7	-0.8	-5.4	-12.5	0.1	-1.9
Cc1ccnc(NC(=O)CCC(=O)N(Cc2ccco2)C(C(=O)NC(C)C)c2ccc(F)cc2)c1 (stereo not drawn)	-6.4	-4.1	-7.4	1.1	-7.2	-14.8	0.0	-4.2
C[C@H](CO)N1C[C@H](C)[C@H](CN(C)C(=O)Cc2ccccc2)OCCCC[C@H](C)Oc2ccc(NS(C)(=O)=O)cc2C1=O	-28.1	0.0	-6.5	-0.4	-13.0	15.1	0.3	-8.6
COc1ccc(-c2cc3c(=O)n(CC(=O)NCc4cccnc4)nc(C)n3n2)cc1	1.7	-3.9	-8.4	-7.6	-24.6	-13.7	0.2	-4.5

Quoted from the entries so far, twelve compounds:
SMILES	ARNT TACC3 PPI	F508del corr	INS-1E GSIS act	ERp5 block	EWS-Fli block	PAX8 reporter	XiGFP reactiv	DENV2 CPE
C/C=C(/C)C(=O)O[C@@H]1c2c(ccc3ccc(=O)oc23)OC(C)(C)[C@@H]1OC(C)=O	-1.6	-2.3	-1.9	7.1	4.1	24.9	0.0	5.5
CCCCCC(=O)N1C[C@@H](O)[C@H](n2cc(COC(=O)c3ccccc3)nn2)C[C@@H]1c1ccc(Cl)cc1	·	-4.4	-12.0	1.9	-11.9	-14.5	0.0	-5.5
CO[C@@H]1CN(C)C(=O)c2ccc(NC(C)=O)cc2OC[C@@H](C)N(C(=O)c2cnccn2)C[C@@H]1C	·	-0.7	4.5	·	2.3	·	0.3	·
CCn1cc(C(=O)N[C@@H](CCSC)C(=O)NCCCN2CCOCC2)c(=O)c2cc3c(cc21)OCO3	-26.3	1.4	12.3	-0.8	-0.5	1.9	0.0	0.7
Cc1cc(C(=O)N2CCC(CO)(Cc3cccc(C(F)(F)F)c3)CC2)n[nH]1	-14.2	-2.1	-6.0	0.2	·	6.6	0.0	6.7
C[C@H](NC(N)=O)C(=O)OCC(=O)NCc1cccs1	-7.9	-3.3	7.2	0.3	3.7	17.5	0.2	2.3
COc1ccccc1C(=O)N1C[C@@H]2[C@H](c3ccccc31)[C@H](CO)N2C(=O)Cc1ccccc1	-1.0	1.0	·	-0.5	9.9	-5.5	0.0	?
CNC(=S)N/N=C/c1ccccc1OCC(=O)O	-7.5	4.3	15.2	0.9	2.0	-20.0	-0.3	2.5
CC(C)NC(=O)N(C)C[C@H]1Oc2ccc(NS(=O)(=O)c3cn(C)cn3)cc2C(=O)N([C@@H](C)CO)C[C@H]1C	13.0	-2.3	9.7	-0.8	-8.6	·	-0.8	-1.2
COc1ccc(/C=N/NC(=O)C[n+]2ccccc2)c(OC)c1OC	1.1	·	0.9	·	·	-2.8	2.3	·
C[C@H](CO)N1C[C@H](C)[C@H](CN(C)C(=O)Nc2ccc(F)cc2)Oc2ccc(NC(=O)Nc3ccc(C(F)(F)F)cc3)cc2CC1=O	-16.4	1.9	-6.9	-3.0	-1.2	10.4	-0.8	12.9
COc1ccc(N(CC(=O)NCCc2ccccc2)C(=O)CCC(=O)Nc2ccccn2)cc1	·	-0.7	-3.8	4.7	2.4	12.5	0.5	-2.1

Source: PubChem BioAssay
